From PubChem BioAssay
ERK EGF inh = EGF-driven ERK pathway inhibition; HEK293-V1b, EGF-stimulated phospho-ERK AlphaScreen; Potency, µM (highest dose often 11.5 µM), for inactives: at the top dose activity change, negative = inhibition, usual class: inhibitors; actives 0.41% (n = 130,000); AID 1454; active means well fitted inhibition curve with a large enough effect; inconclusive means small, poorly fitted or top-dose-only effect, or effect the other way;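 further: plate controls were stimulated vehicle wells for no effect and unstimulated vehicle basal for full effect; nearly all actives have a fitted effect of over 55% in size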
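Cell line HEK293 (stable V1b), low serum overnight. Pretreatment: compound 30 min, 37C. EGF 25 nM, 5 min. Detection: SureFire AlphaScreen, 5 h RT. AC50 via standard Hill equation.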
An asterisk follows results filed as active; ? = inconclusive; [ ] = dose if it differs, or a comment. Potency means the concentration at half of the fitted maximal effect. Some of the compounds tested (hit frequency here may not be typical).

ERK EGF inh | Structure
-10% | CSc1ccc2c(c1)[C@H](N1CCN(C)CC1)Cc1ccccc1S2
-10% | CN(CC(=O)Nc1ccc(N2CCOCC2)cc1)CC(=O)Nc1ccccc1C#N
2% | Cc1ccc(NC(=O)CC2C(=O)NCCN2C(=S)Nc2ccccc2)c(C)c1 (stereo not drawn)
-4% | Cc1nn(C)c(C)c1NC(=O)c1ccc(Br)o1
-3% | Cc1ccc(S(=O)(=O)N2CCN(C(=O)CCC(=O)NCc3ccc(F)cc3)CC2)cc1
5%[57.5 µM] | COc1ccc([N+](=O)[O-])cc1N(CC(=O)Nc1ccccc1C(=O)N1CCCC1)S(C)(=O)=O
-3% | CCc1cccc(CC)c1NC(=S)Nc1ccccc1
1% | Cc1cccc(C)c1NC(=S)N(Cc1ccccc1)Cc1cccnc1
5%[57.5 µM] | COc1ccccc1Nc1nc(NCC(C)C)nc(N)c1[N+](=O)[O-]
3% | O=C(c1ccccc1)c1cc([N+](=O)[O-])ccc1N1CCCC1
-2% | COCCn1c(=O)c(-c2ccc(F)cc2)nc2cnc(OCc3ccccc3)nc21
? | CCN(CC)c1ccc(N=Cc2c(C)[nH]c3ccccc23)cc1
0% | COc1ccc(/C=N/NC(=S)Nc2ccccc2)cc1
4% | O=C1C(=O)N(Cc2ccccc2)C(=O)N1CCN1C(=O)c2ccccc2C1=O
-3% | COc1ccc(S(=O)(=O)N2CCOCC2)cc1NC(=O)Cc1c(Cl)cccc1Cl
-10%[57.5 µM] | CCOC(=S)SCC(=O)Nc1nc(C)c(C)s1
4% | O=[N+]([O-])c1cc(S(=O)(=O)N2CCCC2)ccc1N/N=C/c1ccccn1
-6% | CCN(CC)c1ccc(C(=O)OCC(=O)Nc2ccc3[nH]c(=O)[nH]c3c2)cc1
-6% | O=C(c1cccc(Br)c1)N1CCN(S(=O)(=O)N2CCOCC2)CC1
-6%[57.5 µM] | COc1cccc(-c2c(C#N)c(SC)nc3cc(C)nn23)c1
1% | Cc1occc1C(=O)NN=C1C2CC3CC(C2)CC1C3
-6%[57.5 µM] | CCn1nnc2cc(C(=O)O)ccc21
15% | CCn1cc([N+](=O)[O-])c(C(=O)NCc2ccc(Cl)cc2)n1
7% | C=CCN1C(c2ccccc2)=CS/C1=C(/C#N)c1nnc(N2CCOCC2)n1-c1ccccc1
5% | O=C(CSc1nnc(-c2ccncc2)n1Cc1ccco1)N1c2ccccc2Sc2ccc(Cl)cc21

Other records:
ERK EGF inh | Structure
-7% | COc1ccc2c(C)cc(SCC(=O)Nc3cccnc3Cl)nc2c1
-4%[57.5 µM] | OCCN(CC#CCn1c2ccccc2c2ccccc21)CCO
2% | COc1ccc(/C=C/C(=O)O/N=C(\N)c2ccccc2)cc1OC
0% | Cc1c(Cl)cccc1NC(=S)N1CCOCC1
0% | Cc1cc(C)cc(C(=O)NCC(=O)OCC(=O)Nc2ccc(C)cc2Br)c1
-13% | COc1ccc(C2CCN(CC(=O)N(C)C)CC2O)cc1 (stereo not drawn)
-4% | Cc1ccc(NC(=O)/C=C\C(=O)O)c([N+](=O)[O-])c1
28% | O=C(/C(=N/N=C/c1ccc(O)c(O)c1O)c1ccccc1)c1ccccc1
-4% | COC(=O)c1cccc(C23CC4(C2)[C@H](CN(Cc2cccnc2)[C@@H]4c2ccccc2)C3c2ccc(C(F)(F)F)cc2)c1 (stereo partly drawn)
7% | COc1ccc(C2c3c(oc4ccccc4c3=O)C(=O)N2c2ccc(C)cn2)cc1OC (stereo not drawn)
? | O=C(Nc1nc(-c2cccs2)c(-c2cccs2)s1)C1(c2ccccc2)CC1
-10% | CCC1(c2ccc(Cl)cc2)NC(=S)N(c2ccccc2)N1 (stereo not drawn)
? | O=[N+]([O-])c1ccccc1SN(Cc1ccccc1)c1ccccn1
2%[57.5 µM] | Cc1cccc2c(=O)cc(C)n(CC(N)=O)c12
20% | Nc1nc2c(nc(Br)n2C2CC(O)C(CO)O2)c(=O)[nH]1 (stereo not drawn)
22% | Cc1ccc(OC(=O)C2c3ccccc3Oc3ccccc32)cc1C
-9%[57.5 µM] | O=C(NCc1ccccc1)C1=C[C@@H](c2ccc(Br)cc2)C[C@@H](OCCCCO)O1
-1% | O=C(CSC1=Nc2ccccc2C2CC=NN12)Nc1ccc(F)cc1Cl (stereo not drawn)
-3% | C/C(=N\NC(=O)CCc1ccccc1)c1ccc(Br)cc1
1% | CCC(C(=O)OCC(=O)Nc1ccc(Cl)c(S(=O)(=O)N(C)C)c1)c1ccccc1 (stereo not drawn)
3%[57.5 µM] | O=C(C1Cc2ccccc2CN1C(=O)c1ccccc1)N1CCN(c2ccccc2)CC1 (stereo not drawn)
-1% | Cc1nc2ccc(C(=O)N3CCN(c4ccccc4)CC3)cc2s1
-4% | O=C1C2C3C=CC(C4CC34)C2C(=O)N1c1ccc2c(c1)OCO2 (stereo not drawn)
-17% | COc1ccc(CCN=C(N)Nc2nc(C)cc(C)n2)cc1
13% | CC1CCCC(NC(=O)C2CCN(S(=O)(=O)N3CCCCCC3)CC2)C1C (stereo not drawn)

16 structures from above, arranged by SMILES length, low to high.
ERK EGF inh | Structure
0% | Cc1c(Cl)cccc1NC(=S)N1CCOCC1
2%[57.5 µM] | Cc1cccc2c(=O)cc(C)n(CC(N)=O)c12
-4%[57.5 µM] | OCCN(CC#CCn1c2ccccc2c2ccccc21)CCO
-13% | COc1ccc(C2CCN(CC(=O)N(C)C)CC2O)cc1 (stereo not drawn)
-10% | CCC1(c2ccc(Cl)cc2)NC(=S)N(c2ccccc2)N1 (stereo not drawn)
22% | Cc1ccc(OC(=O)C2c3ccccc3Oc3ccccc32)cc1C
-7% | COc1ccc2c(C)cc(SCC(=O)Nc3cccnc3Cl)nc2c1
2% | COc1ccc(/C=C/C(=O)O/N=C(\N)c2ccccc2)cc1OC
-4% | Cc1ccc(NC(=O)/C=C\C(=O)O)c([N+](=O)[O-])c1
-4% | O=C1C2C3C=CC(C4CC34)C2C(=O)N1c1ccc2c(c1)OCO2 (stereo not drawn)
13% | CC1CCCC(NC(=O)C2CCN(S(=O)(=O)N3CCCCCC3)CC2)C1C (stereo not drawn)
28% | O=C(/C(=N/N=C/c1ccc(O)c(O)c1O)c1ccccc1)c1ccccc1
? | O=C(Nc1nc(-c2cccs2)c(-c2cccs2)s1)C1(c2ccccc2)CC1
3%[57.5 µM] | O=C(C1Cc2ccccc2CN1C(=O)c1ccccc1)N1CCN(c2ccccc2)CC1 (stereo not drawn)
1% | CCC(C(=O)OCC(=O)Nc1ccc(Cl)c(S(=O)(=O)N(C)C)c1)c1ccccc1 (stereo not drawn)
-9%[57.5 µM] | O=C(NCc1ccccc1)C1=C[C@@H](c2ccc(Br)cc2)C[C@@H](OCCCCO)O1

Next section.
ERK EGF inh | Structure
-14%[57.5 µM] | Cc1ccc(O)c(-c2cc(C(=O)Nc3ccc(S(=O)(=O)Nc4nccc(C)n4)cc3)[nH]n2)c1
10% | COc1ccc(S(=O)(=O)N2CCCCCC2)cc1NC(=O)Cc1cc(OC)c(OC)c(OC)c1
0%[57.5 µM] | O=C(N/N=C/c1cccc([N+](=O)[O-])c1)c1ccccc1-n1cccc1
4%[57.5 µM] | Nc1nnn(CC(=O)N/N=C/c2cn[nH]c2-c2ccccc2)n1
0% | Cc1ccc(S(=O)(=O)N2CCOCC2)cc1C(=O)NC(=S)N(Cc1ccccc1)C(C)C
-2% | Cc1c(Cl)cccc1N1CC(C)(C)C1=O
-7%[57.5 µM] | COc1cc(NC(=S)Nc2ccc(OC(F)F)cc2)cc(OC)c1
0% | Cc1ccc2oc(=O)c3cnn(CC(=O)NCCN(C)C)c3c2c1
2% | O=C(COc1cccc2c1CCN(Cc1ccc(Br)cc1)C2=O)NCc1ccco1
8% | Cc1ccc(-n2c(SCC(=O)Nc3cccc(C)c3)nc3c(oc4ccccc43)c2=O)cc1
-1% | CN(C)/C=N/C(=S)Nc1ccc(Cl)c(Cl)c1
-5% | CS(=O)(=O)N1CCC2(CC1)CN(C(=O)Nc1ccccc1)C2
-5% | O=Cc1ccc(-c2nc3ccccc3s2)o1
-1% | O=C(Nc1ccc(F)c([N+](=O)[O-])c1)C1CC(=O)N(Cc2ccccc2)C1 (stereo not drawn)
-21% | COc1cccc(CC2(CO)CCCN(C/C=C/c3ccccc3OC)C2)c1 (stereo not drawn)
2% | O=[N+]([O-])c1cccc(NC(=S)N2CCc3ccccc3C2)c1
7%[57.5 µM] | NS(=O)(=O)c1ccc(NNC(=O)c2ccccc2C(=O)O)cc1
-6% | Cc1cc(NC(=O)CN2CCCC(C)C2)no1 (stereo not drawn)
-2% | COC(=O)C1=NN(c2cccc(C)c2)C2C(=O)N(c3ccccc3OC)C(=O)C12 (stereo not drawn)
-2% | Nc1ncnc(Nc2ccccn2)c1[N+](=O)[O-]
-7% | CCN(CC)S(=O)(=O)N1CCC(C(=O)NCCC2=CCCCC2)CC1
-2% | Cc1cccc2cc(CN(Cc3cccs3)C(=S)NCC3CCCO3)c(=O)[nH]c12 (stereo not drawn)
-11%[57.5 µM] | COC(=O)[C@H](CCSC)NC(=O)NC1CC1
7%[57.5 µM] | O=C(Nc1nc2ccsc2c(=O)s1)c1ccc(Cl)cc1
-8%[57.5 µM] | CN(C)CCCN(Cc1ccccc1)C(=S)Nc1ccc(F)c(Cl)c1

Further structures.
ERK EGF inh | Structure
1% | COCCNC(=S)N=Nc1c(O)[nH]c2c(C)cc(C)cc12
-12% | Cc1nnc(N2CCOCC2)c2nn(-c3ccccc3)c(C)c12
7% | Cc1ccccc1-c1nc(CN2CCCC2c2ccc(F)cc2)c(C)o1 (stereo not drawn)
-15% | Cc1cc(C(=O)CN2C(=O)C(=O)N(Cc3ccccc3)C2=O)c(C)n1-c1ccc2c(c1)OCCO2
-6% | O=[N+]([O-])c1cc(C(F)(F)F)ccc1Sc1ccccn1
4% | Cc1ccc(CNC(=O)Cn2c(=O)c3sccc3n(Cc3ccc([N+](=O)[O-])cc3)c2=O)cc1
6%[57.5 µM] | Cc1ccc(-n2cc(CNCCCn3cccn3)c(-c3cccc(C)c3)n2)cc1
5%[57.5 µM] | O=C(CNCCC1=CCCCC1)Nc1ccccc1N1CCCCCC1
-3%[57.5 µM] | COc1ccc(N/N=C(/C(C)=O)N2CCCc3ccccc32)cc1
2% | COc1cccc(-c2ccc(=O)n(CC(=O)Nc3ccc(S(=O)(=O)NCC(C)C)cc3)n2)c1
9% | Cc1cccc(OC(=O)c2sc3ncn(C)c(=O)c3c2C)c1
2% | Cc1ccccc1-c1nc(CS(=O)(=O)CC(=O)NCCCN2CCCC2=O)c(C)o1
-3%[57.5 µM] | COc1ccc(CN(C(=O)/C=C/c2ccccc2Cl)C2CCS(=O)(=O)C2)cc1 (stereo not drawn)
-7% | Cc1cc(C(=O)N/N=C/c2cccnc2)cs1
2% | Cc1cccc(-n2c(=S)[nH]c3c(oc4ccccc43)c2=O)c1
11% | Cc1c(-c2ccccc2)[n+](=O)c2c(n1[O-])CCCCC2
3%[57.5 µM] | N/C(=N\OC(=O)C1CC1)c1ccc([N+](=O)[O-])s1
3% | CC(=O)NS(=O)(=O)c1ccc(N2C(=O)c3ccccc3C2=O)cc1
1% | C/C(=N\NC(=O)c1ccc(CSc2cccc3cccnc23)cc1)C1CCCCC1
-5% | COc1ccc(N(CC(=O)NCc2ccco2)S(=O)(=O)c2ccc(C)cc2)cc1
1%[57.5 µM] | Nc1ccc2nc(SCC(=O)N3CCN(c4ccccc4)CC3)sc2c1
1%[57.5 µM] | O=C(NCc1ccc(-c2csnn2)cc1)c1cc(Cl)cc(Cl)c1
-4% | Cc1cccc(N(C(=O)c2csnn2)C(C(=O)NC(C)(C)C)c2cccnc2)c1 (stereo not drawn)
-10%[57.5 µM] | CCOC(=O)C(=O)N/N=C(/c1ccccc1)c1ccc(OC)cc1
-8% | CCOn1c(=O)c(-c2cccc3ccccc23)[n+]([O-])c2ccccc21

(cont.)
ERK EGF inh | Structure
2% | COC(=O)c1ccccc1NC(=O)COC(=O)/C=C/c1ccco1
0% | CC(C)Cc1cc(CN2CCCC(CO)(Cc3cccc(Cl)c3)C2)[nH]n1 (stereo not drawn)
5% | Cc1[nH]c2ccccc2c1C(=O)CSc1ccc(F)cc1
-12%[57.5 µM] | CCc1ccccc1NC(=O)C1CCN(C(=O)c2ccc([N+](=O)[O-])cc2)CC1
-13% | Cc1nn2c3ccccc3n(C)c2nc1=O
8% | Cn1c(SCC(=O)N2c3ccccc3Sc3ccc(Cl)cc32)nnc1-c1ccco1
-5% | COCC(C)NC(=S)NC(=O)c1cc(S(=O)(=O)N2CCOCC2)ccc1C (stereo not drawn)
-11% | CC(C)=CCN1CCN(Cc2cccn2-c2nccs2)CC1CCO (stereo not drawn)
5% | Cc1ccc(C(c2nnnn2CC2CCCO2)N2CCN(C)CC2)cc1 (stereo not drawn)
11% | COc1ccc(S(=O)(=O)N(C)C)cc1NCC(=O)Nc1ccc(Br)cc1F
-3% | CCOc1ccc(NC(=O)c2cccnc2Cl)c([N+](=O)[O-])c1
-10%[57.5 µM] | Cc1ccc(S(=O)(=O)N(C)C)cc1NC(=O)CN1C(=O)NC(Cc2c[nH]c3ccccc23)C1=O (stereo not drawn)
6% | O=C(COC(=O)c1ccc(F)cc1)NCCc1ccc(F)cc1
-1% | COc1ccc(-c2noc(-c3ccoc3C)n2)cc1
-15%[57.5 µM] | COc1ccc(N2C(=O)C3CCCN3C2=O)cc1 (stereo not drawn)
1% | CCN(CC(=O)Nc1ccccc1OC)CC(=O)Nc1ccccc1C(F)(F)F
